Plk1 PBD FP = inhibitors of human Plk1 polo box domain binding | P53350 | Plk1 PBD phosphopeptide binding, fluorescence polarization | inhibition, %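 (tested at about 20 µM)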 | actives 0.13% (n = 97,000) | AID 693; in the data active = inhibition above about 34%, passing the limit was not always enough
PLK1 kinase inh = inhibitors of human PLK1 kinase | recombinant PLK1 kinase, TR-FRET peptide phosphorylation | P53350 | actives 0.53% (n = 97,000) | AID 619 | inhibition, % at 10 µM;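 active = inhibition of 50% or more in the single-concentration screen; inactive = inhibition below 50%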;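 also: 0% = DMSO max control and 100% = H-89 dihydrochloride min control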
CD11b adhes enh = enhancers of human CD11b/CD18 binding to fibrinogen; actives 0.07% (n = 93,000); P05107+P11215; K562 CD11b/CD18 adhesion to fibrinogen, ATPlite luminescence; activation, % at 10 µM; AID 1499;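 active = 10 µM primary screen giving 50% or more activity, confirmed by 40% or more on retest at that dose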; also: strong numbers were not always called active; reference of the scale not given here
FAK inh = FAK (human) kinase inhibition. Q05397. biochemical FAK kinase activity assay. inhibition, %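 (tested at 7 µM)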. actives 0.84% (n = 97,000); in the data active = inhibition above about 19%;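 also: 0% = DMSO and 100% = reference compound high control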
ERb SRC1 inh = ER-beta (human) coactivator binding inhibition; TR-FRET ER-beta LBD / SRC1-Cy5 peptide binding; receptor agonist-loaded with 1 µM estradiol; inhibition, % at 25.6 µM; actives 1.3% (n = 86,000); AID 633;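 active = compounds whose percent inhibition of the receptor-coactivator binding signal exceeds about 50% in the single-dose screen, limit read from the data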;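 also: 0% = receptor plus peptide wells without compound and 100% = peptide-only wells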
Target sequence (Q92731 whole entry, looked up, the tested form may be a part): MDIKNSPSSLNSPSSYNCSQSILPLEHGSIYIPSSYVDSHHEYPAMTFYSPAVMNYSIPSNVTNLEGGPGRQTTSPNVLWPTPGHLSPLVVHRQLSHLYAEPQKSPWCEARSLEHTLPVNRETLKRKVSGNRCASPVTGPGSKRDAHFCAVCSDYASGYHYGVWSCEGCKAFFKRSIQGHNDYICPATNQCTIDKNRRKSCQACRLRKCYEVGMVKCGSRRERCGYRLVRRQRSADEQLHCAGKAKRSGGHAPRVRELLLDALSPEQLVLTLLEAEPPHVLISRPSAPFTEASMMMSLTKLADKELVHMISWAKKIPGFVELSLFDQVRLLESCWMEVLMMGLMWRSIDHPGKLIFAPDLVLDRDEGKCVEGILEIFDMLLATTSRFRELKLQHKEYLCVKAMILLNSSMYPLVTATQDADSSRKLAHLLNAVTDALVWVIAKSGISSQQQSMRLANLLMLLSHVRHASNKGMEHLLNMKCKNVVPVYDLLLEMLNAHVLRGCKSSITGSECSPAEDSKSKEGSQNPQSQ
Mac1 fbg inh = blocks human CD11b/CD18 adhesion to fibrinogen | K562 CD11b/CD18 adhesion to fibrinogen, ATPlite luminescence; Mn2+ added to activate the integrin | inhibition, % at 10 µM | actives 0.54% (n = 93,000) | AID 1497;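 active = primary inhibition of 50% or more at 10 µM, then 40% or more on retest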; also: some results filed as inactive read as strong as hits
HIV Rev-RRE inh = disrupts HIV-1 Rev binding to RRE RNA. P05866. Rev peptide-RRE RNA binding, FRET. inhibition, % at 8 µM. actives 0.79% (n = 97,000);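 active = inhibition above the screen-wide mean plus 3 SD, cut at about 35% in these data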;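 also: 0% = median DMSO wells and 100% = median Neomycin B control wells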
Target sequence (P05866 whole entry, looked up): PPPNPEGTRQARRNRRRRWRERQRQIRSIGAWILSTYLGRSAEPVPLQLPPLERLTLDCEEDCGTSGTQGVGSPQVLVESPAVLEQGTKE
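Probe or stimulus: fluorescein-Rev peptide as binding partner; assay system: Cy5-tagged RRE RNA duplex with fluorescein-tagged Rev peptide; timing: 5 min compound–RNA preincubation, then 15 min with peptide, 25 °C; medium: HEPES pH 7.5 buffer with KCl, MgCl2, NaCl and EDTA; signal: fluorescein-to-Cy5 FRET, 480 nm excitation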
ERa SRC1 pot = ER-alpha (human) coactivator binding potentiation. TR-FRET ERalpha-LBD/SRC-Cy5 coactivator binding, 2 h; 100 = basal binding, no effect. actives 1.3% (n = 86,000). P03372. coactivator binding (% of control), % at 25.6 µM; in the data active = activity above about 200%;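 also: binding measured in presence of low estradiol as agonist stimulus; 0% = peptide alone without receptor and 100% = receptor with peptide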
ERa coact inh = ER-alpha (human) coactivator binding inhibition. TR-FRET ER-alpha LBD / SRC-1 peptide, estradiol-bound. actives 1.7% (n = 86,000). inhibition, % at 25.6 µM. P03372; in the data active = inhibition above about 50%;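 also: 0% = receptor plus peptide control and 100% = peptide only without receptor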
Starred values were filed as active, the others as inactive; · = not tested or not shown; [ ] = dose if it differs, or a comment.

SMILES	Plk1 PBD FP	PLK1 kinase inh	CD11b adhes enh	FAK inh	ERb SRC1 inh	Mac1 fbg inh	HIV Rev-RRE inh	ERa SRC1 pot	ERa coact inh
CCOC(=O)c1c(C(F)(F)F)nc2ncccn12	5	-35	-3	0	7	1	3	120	-6
CCN(CC)S(=O)(=O)c1cccc(-c2nnc(SCC(=O)NC3CCCCCC3)n2N)c1	-38	-8	-2	-2	-19	-39	11	108	-3
CCCOc1ccc(C(=O)NCCCn2ccnc2)cc1	-13	0	0	3	-11	9	8	103	-5
Clc1ccc(CSc2ncn(-c3ccccc3)n2)cc1	-9	-5	·	-1	-1[fluorescence artefact?]	·	10	97	-2
COc1ccccc1C(=O)Nc1ccc(C(=O)N2CCCC2)cc1	-17	6	1	2	7	0	1	92	-2
COC(=O)c1ccc(CSc2ccc3nnc(-c4cccc(F)c4)n3n2)o1	13	7	0	4	36	-4	6	89[fluorescence artefact?]	-5
COc1nc(NCC(C)C)nc(Oc2ccc(=O)n(-c3ccccc3)n2)n1	22	-11	-2	0	-4	-11	-4	110	8[fluorescence artefact?]
Cc1cc(C)c(NC(=S)N2CCC(N(C)CC3CCCO3)CC2)c(C)c1 (stereo not drawn)	-15	-8	-5	-2	-6	19	4	98	-5
CC1CCCC/C1=N\NS(=O)(=O)c1ccc(Br)cc1 (stereo not drawn)	1	6	-5	-3	3	9	-2	105	2
CC(C)(C)n1nnnc1C(c1cccs1)N(Cc1cccnc1)CC1CCCO1 (stereo not drawn)	-13	-2	-3	-1	-3	-14	8	117	-9
N#C/C(=C(/O)C(Cl)c1ccccc1)c1nc2ccccc2s1 (stereo not drawn)	-12	-200	-5	-10	·	8	16	·	·
Cn1c(=O)c2c(nc(NCc3ccccc3)n2Cc2ccc(F)cc2)n(C)c1=O	4	4	·	-9	3	·	2	149	-7
COC(=O)C1C(O)=C(C=Nc2ccc(N)cc2)C(=O)CC1(C)C (stereo not drawn)	10	-14	-2	-1	·	-6	7	·	·
O=C(Nc1ccc2snnc2c1)Nc1cccc2ccccc12	-31	1	-1	0	-2	36	9	141	-8
O=C1NC(=O)[C@@H]2C3c4ccccc4C=CN3[C@H](C(=O)c3cccs3)[C@H]12 (stereo partly drawn)	-15	-6	-3	20*	29[fluorescence artefact?]	-9	35	95[fluorescence artefact?]	37[fluorescence artefact?]
CC1CCCN(c2ccc(C(=O)NCCc3ccccc3)cn2)C1 (stereo not drawn)	-12	-9	6	-3	-11	16	8	106[fluorescence artefact?]	-18
C1=Nc2c(Nc3ccccc3)ncnc2Oc2ccccc21	-1	1	4	6	-3	-12	2	85	6
O=C(Nc1c(Cl)cccc1Cl)C1CCC1	25	-12	-1	-3	-3	-8	1	120	-2
Cc1ccc(C(C)C)c(OCCNC(=S)Nc2cccc3ccccc23)c1	30	0	-10	-2	·	18	-2	·	·
CC(=O)Nc1ccc(S(=O)(=O)N2C3CCCC2CC(NC(=O)C2CCCCC2)C3)cc1 (stereo not drawn)	-17	-13	-2	2	-2	7	-2	94	8
COc1cccc(OCCNc2cc(N3CCCCC3)ccc2[N+](=O)[O-])c1	4	-8	-2	4	·	15	9	·	·
COc1ccc(-c2noc(CCC(=O)Nc3cc(Cl)c(OC)cc3OC)n2)cc1	0	-8	0	0	-4	-13	4	109	-3
CN(C)C(=O)CSc1nnc(-c2cc(-c3cccs3)nc3ccccc23)o1	-33	-1	21	-1	-8	9	4	106[fluorescence artefact?]	-3
CCOC(=O)N1CCN(C(=O)c2nn(-c3cc(OC)cc(OC)c3)c(=O)c3ccccc23)CC1	·	·	1	·	-3	-23	·	113	-1
CN(C)C(=O)N1CCC(C(=O)NC2CCCCCCC2)CC1	9	-14	0	3	15	-26	-1	87	9
COc1ccc(N2CCN(C(=O)C(OC(C)=O)c3ccccc3)CC2)cc1 (stereo not drawn)	-13	-9	-2	-1	0	7	-1	99	1
CCCc1nc(N2CCOCC2)c(C#N)c2c1CCCC2	2	-10	0	0	-4	0	16	90	-1
COc1ccc(N(CC(=O)N/N=C/c2cccs2)S(=O)(=O)c2ccc(OC)c(OC)c2)cc1	-31	-18	·	9	·	·	9	·	·
Clc1ccc(OCc2cc(-c3ccccc3)no2)cc1Cl	-14	-4	3	6	·	11	13	·	·
Nc1nc(NC(=O)CCCC(=O)O)nn1-c1ccccc1	-31	-5	1	-2	5[fluorescence artefact?]	-18	7	108	2

Given in markdown: part of the list above
| Structure | Plk1 PBD FP | PLK1 kinase inh | CD11b adhes enh | FAK inh | ERb SRC1 inh | Mac1 fbg inh | HIV Rev-RRE inh | ERa SRC1 pot | ERa coact inh |
| --- | --- | --- | --- | --- | --- | --- | --- | --- | --- |
| CC1CCCN(c2ccc(C(=O)NCCc3ccccc3)cn2)C1 (stereo not drawn) | -12 | -9 | 6 | -3 | -11 | 16 | 8 | 106[fluorescence artefact?] | -18 |
| C1=Nc2c(Nc3ccccc3)ncnc2Oc2ccccc21 | -1 | 1 | 4 | 6 | -3 | -12 | 2 | 85 | 6 |
| O=C(Nc1c(Cl)cccc1Cl)C1CCC1 | 25 | -12 | -1 | -3 | -3 | -8 | 1 | 120 | -2 |
| Cc1ccc(C(C)C)c(OCCNC(=S)Nc2cccc3ccccc23)c1 | 30 | 0 | -10 | -2 | · | 18 | -2 | · | · |
| CC(=O)Nc1ccc(S(=O)(=O)N2C3CCCC2CC(NC(=O)C2CCCCC2)C3)cc1 (stereo not drawn) | -17 | -13 | -2 | 2 | -2 | 7 | -2 | 94 | 8 |
| COc1cccc(OCCNc2cc(N3CCCCC3)ccc2[N+](=O)[O-])c1 | 4 | -8 | -2 | 4 | · | 15 | 9 | · | · |
| COc1ccc(-c2noc(CCC(=O)Nc3cc(Cl)c(OC)cc3OC)n2)cc1 | 0 | -8 | 0 | 0 | -4 | -13 | 4 | 109 | -3 |
| CN(C)C(=O)CSc1nnc(-c2cc(-c3cccs3)nc3ccccc23)o1 | -33 | -1 | 21 | -1 | -8 | 9 | 4 | 106[fluorescence artefact?] | -3 |
| CCOC(=O)N1CCN(C(=O)c2nn(-c3cc(OC)cc(OC)c3)c(=O)c3ccccc23)CC1 | · | · | 1 | · | -3 | -23 | · | 113 | -1 |
| CN(C)C(=O)N1CCC(C(=O)NC2CCCCCCC2)CC1 | 9 | -14 | 0 | 3 | 15 | -26 | -1 | 87 | 9 |
| COc1ccc(N2CCN(C(=O)C(OC(C)=O)c3ccccc3)CC2)cc1 (stereo not drawn) | -13 | -9 | -2 | -1 | 0 | 7 | -1 | 99 | 1 |
| CCCc1nc(N2CCOCC2)c(C#N)c2c1CCCC2 | 2 | -10 | 0 | 0 | -4 | 0 | 16 | 90 | -1 |

(listing goes on)
SMILES	Plk1 PBD FP	PLK1 kinase inh	CD11b adhes enh	FAK inh	ERb SRC1 inh	Mac1 fbg inh	HIV Rev-RRE inh	ERa SRC1 pot	ERa coact inh
CCC1SC2=NC(C)=C(C(=O)OC)C(c3ccc(C(=O)OC)cc3)N2C1=O (stereo not drawn)	5	-4	-1	-1	-8	-16	6	95	-2
O=C(CSc1nnc2c3cc(F)ccc3nc(-c3ccccc3)n12)N1CCOCC1	-6	-1	·	2	4	·	1	111	-5
COc1ccccc1CCNCc1ccc(OC)c(OCc2ccccc2)c1	8	-10	-2	-4	·	21	10	·	·
O=C(NCc1ccoc1)c1ccc(NC(=O)c2ccccc2Cl)cc1	17	-15	9	4	6[fluorescence artefact?]	-7	0	95[fluorescence artefact?]	6
CCCn1c(=O)c2ccccc2n2c(SCCOc3ccc(OC)cc3)nnc12	·	·	3	·	-4	5	·	87[fluorescence artefact?]	1
CC(=O)c1c[nH]c2ccc(C)cc2c1=O	15	-7	0	3	·	-25	14	·	·
Cc1ccc(CCNC(=O)C2CCCN(S(=O)(=O)c3cccc4nsnc34)C2)cc1 (stereo not drawn)	-2	-7	-3	-2	-6	-26	0	118	-4
Cc1nc(/N=C(\N)NC(=O)c2ccccc2)nc2ccccc12	10	-8	-2	8	·	-2	8	·	·
COc1ccc(C(=O)C(CN2CCCC2)c2ccccc2)cc1 (stereo not drawn)	12	-5	3	3	4[fluorescence artefact?]	0	4	109	6[fluorescence artefact?]
Cc1nc2sc(C)c(C)c2c(=O)[nH]1	16	0	1	2	-1	11	6	96	-1
CCC(=O)N(Cc1cc(=O)[nH]c2ccccc12)C1CCCCC1	-21	2	-6	-2	7	-3	1	99	-9
COc1cc(NC(=S)N2CCN(C(c3ccccc3)c3ccccc3)CC2)cc(OC)c1	-24	-18	5	-1	·	-19	-9	·	·
COc1ccc(-c2c(=O)n(OCc3ccccn3)c3ccccc3[n+]2[O-])cc1OC	30	-4	·	2	-9	·	-4	88[fluorescence artefact?]	-9[fluorescence artefact?]
Cc1cccc(-c2noc(CCCC(=O)N3CCOCC3)n2)c1	-2	-15	-1	-3	1	4	3	99	1
CCOC(=O)c1cc2n(c1/N=C/N(C)C)-c1ccccc1C2=O	-60	-37	1	0	-3	-7	135*[fluorescence artefact?]	104[fluorescence artefact?]	4[fluorescence artefact?]
CC1(C)Oc2ccc(C(=O)NC3CCCC3)cc2N(CC(=O)N2CCOCC2)C1=O	5	-16	1	1	-6[fluorescence artefact?]	-4	-1	131	9[fluorescence artefact?]
CC(=O)C1=C(C)NC(SCC(=O)c2cc(Cl)ccc2Cl)=C(C#N)C1c1ccco1 (stereo not drawn)	-11	-6	-1	6	28	13	13	159[fluorescence artefact?]	-4
